AID2073 – inhibitors of Mint1-CaV2.2 protein interaction, biochemical, HTRF (AID 2073). HTRF protein-protein interaction, Mint1-CaV2.2; higher % means a stronger effect. inhibition, % at 20 µM, or IC50 in µM where a hit was titrated. actives 0.19% (n = 290,000); in the data active = inhibition mostly above about 51%, no sharp cut-off; inconclusive = no clear call, values can overlap the other calls; inactive = mostly below about 53%; note: some results filed as inactive read as strong as hits
GPR55 beta-arrestin – GPR55 agonists via beta-arrestin recruitment, primary screen, imaging, U2OS cells, beta-arrestin-GFP redistribution (AID 1961). U2OS GPR55 beta-arrestin-GFP redistribution imaging; higher % means a stronger effect. actives 0.048% (n = 290,000). activation, % at 10 µM, or EC50 in µM where a hit was titrated;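 active = activation above 40% with more than 50 cells counted in the well; inconclusive = wells holding fewer than 50 cells, flagged as toxic or sparse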;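 note: U2OS osteosarcoma cells stably expressing GPR55 and beta-arrestin-GFP; plate controls were DMSO negative control for no effect and LPI positive control for full effect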
GPR35 arrestin U2OS – inhibition of zaprinast-stimulated GPR35 beta-arrestin translocation – imaging, U2OS, beta-arrestin-GFP, zaprinast agonist, primary screen (AID 2058). U2OS GPR35 beta-arrestin-GFP translocation imaging, zaprinast antagonism; higher % means a stronger effect. inhibition, % at 10 µM, or IC50 in µM where a hit was titrated. actives 0.052% (n = 290,000);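 active = inhibition of at least 50% with at least 30 cells and total cytoplasm GFP at most 10,000,000; inconclusive = under 30 cells or total GFP of 10,000,000 plus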
MgcRacGAP inhibition – MgcRacGAP GTPase-activating activity inhibitors, confirmation, biochemical, ADP Hunter fluorescence. AID 624330. actives 0.6% (n = 340,000). MgcRacGAP-stimulated Rac1 GTP hydrolysis, ADP Hunter fluorescence; higher % means a stronger effect; GST-tagged Rac1 F28L mutant substrate. inhibition, % at 30 µM, or IC50 in µM where a hit was titrated;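 active = first-screen hits whose inhibition reached a set limit at any dose in the follow-up dose series; inconclusive = inhibition above the set first-screen limit but never retested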;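 note: fluorescence reports GDP produced by GAP-driven GTP hydrolysis; strong numbers were not always called active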
GPR55 LPI antagonism – inhibition of LPI-stimulated GPR55 beta-arrestin translocation – imaging, U2OS, beta-arrestin-GFP, LPI agonist, primary screen (AID 2013) | actives 0.13% (n = 290,000) | U2OS GPR55 beta-arrestin-GFP translocation imaging, LPI antagonism; higher % means a stronger effect | inhibition, % at 10 µM; hits with a dose series show IC50 in µM;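 active = spots per cell inhibited over 60%, with over 100 cells counted and total cytoplasm intensity under 500,000; inconclusive = wells with under 100 cells, flagged as likely toxic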;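 note: U2OS cells stably carrying GPR55 and arrestin-GFP stimulated by 5 µM LPI near EC80; imaged beta-arrestin-GFP aggregate spots per cell after agonist stimulation; plate controls were LPI-stimulated DMSO wells for no effect and DMSO wells without LPI for full effect; some results filed as inactive read as strong as hits; confirmed hits need IC50 under 10 µM and bright autofluorescent wells are also inconclusive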
Large T inhibition – SV40 large T antigen inhibitors, biochemical (AID 1903); actives 0.39% (n = 310,000); SV40 large T antigen ATPase/helicase inhibition assay; higher % means a stronger effect; inhibition, % at 20 µM; hits with a dose series show IC50 in µM; in the data active = a potency from the dose series; inconclusive = inhibition mostly from about 32% at the one dose, without a potency; inactive = the rest, 99 in 100 with inhibition below about 32%; note: strong numbers were not always called active
NTR1 ag – NTR1-driven beta-arrestin-GFP spot formation – imaging, U2OS cells, high content, primary screen (AID 493036); agonist mode; actives 0.17% (n = 330,000); P30989; activation, % at 20 µM;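 active = activation at or above 40% of the spot to cytoplasm intensity ratio, with at least 20 cells analyzed; inconclusive = wells under 20 cells, flagged as cytotoxic or low count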;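 note: 0% = DMSO without peptide and 100% = 100 nM NTR1 peptide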
Target sequence (P30989 whole entry, looked up): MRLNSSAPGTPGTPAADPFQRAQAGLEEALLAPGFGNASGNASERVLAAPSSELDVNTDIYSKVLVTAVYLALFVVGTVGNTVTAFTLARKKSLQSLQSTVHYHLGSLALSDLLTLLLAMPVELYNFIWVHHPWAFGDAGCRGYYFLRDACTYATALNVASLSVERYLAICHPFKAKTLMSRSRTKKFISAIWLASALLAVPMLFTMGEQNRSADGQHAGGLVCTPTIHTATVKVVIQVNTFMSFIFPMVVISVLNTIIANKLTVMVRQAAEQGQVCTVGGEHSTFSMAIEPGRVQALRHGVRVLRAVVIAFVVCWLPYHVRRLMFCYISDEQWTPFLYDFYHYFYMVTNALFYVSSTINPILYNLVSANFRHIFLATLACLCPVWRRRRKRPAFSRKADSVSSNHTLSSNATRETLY
Yfh1-depleted yeast – mitochondrial function rescue without frataxin homolog – Friedreich's ataxia, plus single-dose screen, dose response (AID 1465); S. cerevisiae Yfh1-off respiration, WST-1 reduction, 72 h; higher fold induction means a stronger effect; fold induction at 50 µM; hits with a dose series show EC50 in µM; actives 0.074% (n = 220,000);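 active = fold induction of absorbance versus untreated yeast above a set limit, then at least 30% activation at any dose in follow-up; inconclusive = repeats straddling the limit, or above it without dose testing; inactive = fold induction below the set limit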;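 note: activators that raise dye reduction in frataxin-depleted yeast; strong numbers were not always called active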
NS5 inhibitors – Dengue-2 NS5 methyltransferase inhibitors, primary screen, biochemical, confirmation dose response (AID 588689). Dengue-2 NS5 methyltransferase capping enzyme assay, biochemical; higher % means a stronger effect. actives 0.3% (n = 340,000). inhibition, % at 25 µM; hits with a dose series show IC50 in µM; in the data active = a potency from the dose series; inconclusive = inhibition above about 29% without an active follow-up result
NTR1 ag cell count 20 µM – recorded beside NTR1 ag, whose call it bears; cell count; measured here: cell count, cytotoxicity flag
NS5 inhibitors pilot replicate – further read-out of NS5 inhibitors, marked with its call; inhibition, %; measured here: pilot screen replicate inhibition
Starred values were filed as active, the others as inactive; i = inactive; u = inconclusive; x = no result given. Random draw from the library; about 1.7% have a hit in one of these screens.

SMILES	AID2073	GPR55 beta-arrestin	GPR35 arrestin U2OS	MgcRacGAP inhibition	GPR55 LPI antagonism	Large T inhibition	NTR1 ag	NTR1 ag cell count 20 µM	Yfh1-depleted yeast	NS5 inhibitors	others
O=C(NCC1CC1)[C@@H]1C[C@H]1[C@@H](NP(=O)(c1ccccc1)c1ccccc1)c1ccccc1	1%	0.2%	-14%	9%	-4%	1%	-3.1	95	i	-4%
CCOc1ccc(-c2cnc(N)n2C)cc1	12%	-0.2%	-4%	7%	10%	22%	0.1	54	i	-14%
COc1ccc(NS(=O)(=O)c2ccc(O)c(C(=O)OCC(=O)Nc3ccc4c(c3)OCCO4)c2)cc1	16%	0.1%	-22%	7%	4%	10%	-0.5	53	i	2%
NC(=O)c1cccnc1Nc1cccc(F)c1	1%	0.2%	2%	3%	-5%	11%	0.3	73	i	1%
CCCN(CCC)c1nc(Cl)nc(NCc2ccco2)n1	-10%	-0.3%	10%	14%	5%	11%	9.9	88	i	-2%
Oc1oc(-c2ccccc2)nc1/C=N/c1nccs1	-3%	0.0%	-5%	4%	-8%	23%	-0.8	75	i	-35%
COc1ccc(S(=O)(=O)N2CC(C(=O)O)Oc3ccc(Cl)cc32)cc1 (stereo not drawn)	-1%	0.0%	1%	7%	20%	9%	0.5	94	x	-2%
NC(=O)C1(N2CCCCC2)CCN(C(=O)NC2CCCCC2)CC1	3%	0.3%	2%	8%	-4%	-1%	-0.5	36	i	1%
O=C(CNS(=O)(=O)c1ccccc1)N1CCCC1	16%	0.6%	4%	2%	-3%	12%	-0.6	52	i	-2%
COCCN(C(=O)CSc1nc2ccc(Cl)cc2[nH]1)c1c(N)n(Cc2ccccc2)c(=O)[nH]c1=O	13%	-0.2%	0%	11%	5%	27%	0.3	75	x	-4%
Cc1nc2ccc(NS(=O)(=O)c3ccc(F)cc3)cc2s1	9%	0.2%	-2%	-4%	10%	10%	1.4	36	i	-4%
Cc1cc(C)cc(N2C(=O)CSC2c2cccs2)c1 (stereo not drawn)	-3%	-0.2%	10%	1%	4%	25%	0.0	70	i	0%
O=C(CSc1oc(-c2cccs2)nc1S(=O)(=O)c1ccccc1)NC1CCCCC1	-2%	0.3%	4%	2%	16%	0%	1.4	29	i	6%
O=C1Nc2ccccc2N2CCCC12 (stereo not drawn)	u	-0.1%	-4%	x	-16%	14%	1.4	32	i	x
Cc1ccc2cc(/C=N/NC(=O)CN3CCCCC3)c(Cl)nc2c1	30%	-0.3%	9%	8%	-7%	7%	4.4	24	i	15%
O=C(COc1ccc(Br)cc1)OCCN1CCCCC1	8%	-0.2%	-2%	0%	8%	9%	-0.2	70	x	4%
COc1ccc(Cc2nnc(SCC(=O)Nc3cc(Cl)ccc3C)[nH]c2=O)cc1	x	x	x	9%	x	11%	0.2	48	x	-4%
COc1ccccc1-c1c(-c2ccc(O)cc2O)n[nH]c1C(F)(F)F	6%	0.3%	18%	14%	6%	13%	4.6	56	i	-1%
Cc1ccc(NC(=O)C2CCCN2C(=O)OCc2ccccc2)c(C)c1 (stereo not drawn)	-2%	0.4%	-6%	9%	-6%	13%	-1.1	52	x	5%
COCCNC(=O)C(=O)NCC1OCCN1S(=O)(=O)c1ccc(F)cc1 (stereo not drawn)	17%	-0.2%	-4%	9%	16%	11%	0.8	60	x	0%
Cc1ccc(S(=O)(=O)N(C)CC(=O)O/N=C(\N)c2ccc([N+](=O)[O-])cc2)cc1	1%	0.0%	17%	13%	3%	2%	-1.7	76	i	-6%
C/C(CC(=O)Nc1cccc(Br)c1)=N\NC(=O)c1ccc(O)cc1O	14%	0.0%	4%	9%	0%	-22%	2.0	85	x	-4%
COc1ccc(-c2oc3cccnc3c2/C=C/c2ccc(OC)c(OC)c2)cc1	8%	-0.1%	-22%	10%	-2%	10%	0.0	107	x	-6%
CCN1C(=O)[C@@H]2[C@H](C1=O)[C@@H]1C(=O)Nc3ccccc3C(=O)N1[C@@H]2c1ccc(Br)cc1	x	x	x	3%	x	8%	-1.3	87	x	6%
O=C1N(Cc2cccnc2)C[C@@H]2C[C@@H](c3ccccc3C#Cc3ccccc3)N3CCC[C@@]123	15%	0.1%	-6%	3%	3%	9%	0.9	39	i	-5%
CCOc1[nH]n(-c2ccccc2)c(=O)c1C=Nc1ccc(C(=O)OC)cc1	8%	-0.4%	7%	0%	-9%	8%	-1.6	91	i	x
O=C(Cc1cccs1)Nc1ccc(N2CCOCC2)cc1	-4%	-0.2%	-3%	4%	7%	9%	-1.0	48	i	-5%
CCOC(=O)C1(C)/C(=N/Nc2ccccc2Cl)C(=O)C(=O)N1c1ccccc1 (stereo not drawn)	-18%	-0.1%	1%	4%	5%	10%	2.6	77	i	-3%
CCCCNC(=O)C1Cc2cc(S(=O)(=O)N3CCCCC3)ccc2N1C(C)=O (stereo not drawn)	1%	0.0%	1%	9%	8%	14%	-1.1	55	x	-4%
Cc1ccc(CSc2nnc(C)c(=O)[nH]2)cc1	21%	0.1%	-3%	0%	3%	6%	-1.7	91	i	-6%
CC(=O)OC1c2ccccc2C(=O)N1c1ccccc1C (stereo not drawn)	4%	0.3%	-10%	-3%	3%	6%	-0.4	89	i	-3%
CCC1(CC)Cc2ccccc2-c2[nH]c(=S)[nH]c(=O)c21	x	x	x	9%	x	16%	-0.3	44	x	-17%
CCCS(=O)(=O)N1CCCC(C(=O)Nc2ccc3c(c2)CCC3)C1 (stereo not drawn)	19%	0.0%	6%	1%	8%	13%	0.9	68	x	6%
C/C=C/c1ccc(OCC(O)CNCCc2ccc(OC)cc2)c(OC)c1 (stereo not drawn)	4%	-0.2%	-14%	x	-1%	6%	2.2	101	x	-4%
COc1cccc(C(=O)Oc2cccc(N3C(=O)C4C5CC(C(Br)C5Br)C4C3=O)c2)c1 (stereo not drawn)	6%	-0.2%	3%	7%	7%	-6%	-0.1	100	i	-3%	NS5 inhibitors pilot replicate=-0.9
O=C(NCc1ccco1)C(=O)NCC1OCCN1S(=O)(=O)c1ccc(Cl)cc1 (stereo not drawn)	7%	0.6%	-3%	0%	0%	18%	-0.2	96	i	-5%
CC(=O)Nc1ccc(S(=O)(=O)NCCNS(=O)(=O)c2ccc(NC(C)=O)cc2)cc1	-9%	-0.2%	-12%	9%	24%	9%	1.1	74	x	-5%
COc1cc(/C=N/n2c(-c3n[nH]c4c3CCC4)n[nH]c2=S)ccc1O	-35%	0.0%	-9%	u	8%	7.5µM*	-0.5	61	i	-4%
S=c1nc(-c2ccccc2)oc2c1CCCC2	-36%	0.2%	-7%	10%	4%	-6%	0.5	46	x	-2%
COC(=O)c1ccc(C(=O)Nc2nc3cc(N)c(C)cc3s2)cc1	20%	0.0%	-7%	7%	-10%	2%	-0.8	106	x	-6%
CCOc1ccc(NC(=O)CN(C)c2ccc(S(=O)(=O)N(C(C)C)C(C)C)cn2)cc1OCC	3%	-0.2%	3%	5%	12%	5%	-0.4	76	i	-1%
O=C(c1ccc2c(c1)OCO2)C1CCCN(Cc2cccc(C(F)(F)F)c2)C1 (stereo not drawn)	0%	-0.1%	59%	8%	2%	24%	6.1	69	x	0%
Cc1ccc(SCC(=O)Nc2ccc3c(c2)C(=O)N(C)C3=O)cc1	-1%	-0.2%	7%	-1%	-22%	4%	-1.3	72	x	-4%
CS/C(=N\S(=O)(=O)c1cccs1)Nc1ccc(Cl)cc1	2%	-0.2%	-3%	8%	-7%	3%	3.2	56	i	-71%
Cc1occc1-c1nnc(SCC(=O)Nc2ccccc2)n1Cc1ccccc1	9%	-0.2%	12%	-2%	10%	20%	1.2	68	i	-4%
CCc1ccc(NC(=O)CN(c2ccc(OC)cc2)S(=O)(=O)c2c(C)[nH]c(=O)[nH]c2=O)cc1	12%	1.0%	-6%	3%	-13%	6%	0.2	58	x	-5%
Cc1ccc(-c2ccc(OC(=O)c3ccc(=O)[nH]c3)c(C)c2)cc1	6%	0.3%	0%	0%	-3%	10%	3.7	80	x	-8%
CCC[C@@H]1C[C@@H](C(=O)N[C@@H](C2O[C@H](SC)[C@H](O)[C@@H](O)[C@H]2O)[C@H](C)Cl)N(C)C1 (stereo partly drawn)	-14%	-0.3%	20%	x	-6%	8%	0.5	56	i	x
COC(=O)C1=C(NC(=O)c2ccc(Br)cc2)CCS1	30%	-0.5%	0%	1%	-6%	5%	6.1	81	i	-4%
COc1cc(CCC(=O)OCC(=O)N(CCC#N)c2ccccc2)cc(OC)c1OC	2%	-0.4%	5%	8%	6%	8%	-1.8	47	x	-1%
CCOC(=O)N1CCN(C(c2ccccc2)c2sc3nc(C)nn3c2O)CC1 (stereo not drawn)	19%	0.2%	7%	0%	13%	5%	-0.3	55	i	-3%
Cn1cnnc1SCC(=O)Nc1ccc(Oc2ccccc2)cc1	5%	0.3%	2%	10%	-16%	2%	1.1	73	x	5%
Cn1cc(C(=O)NC2C3CC4CC(C3)CC2C4)cn1 (stereo not drawn)	48%	0.4%	5%	5%	1%	5%	2.5	39	i	-9%
CCn1c(SCC(=O)Nc2ccc3c(c2)OCO3)nc2c(c1=O)SC(C)C2 (stereo not drawn)	1%	-0.3%	9%	1%	13%	4%	0.3	74	i	-6%
Cc1ccc(S(=O)(=O)N2CCN(C(=O)CN3CCCCC3)C2)cc1	-3%	-0.1%	-8%	-1%	4%	7%	-1.0	73	i	-6%
Cc1ccc(CN2CC(C(=O)N3CCN(S(=O)(=O)c4cc(C)ccc4C)CC3)CC2=O)cc1 (stereo not drawn)	x	x	x	7%	x	5%	-0.5	63	x	-2%
O=C1C2CC=C(Cl)CC2C(=O)N1CN(Cc1ccco1)CN1C(=O)C2CC=C(Cl)CC2C1=O (stereo not drawn)	47%	-0.3%	-1%	4%	-3%	10%	-0.3	43	i	-3%
Cc1nc(C)c(-c2csc(Nc3ccc(O)cc3C)n2)s1	-11%	-0.1%	-11%	28%	12%	12%	1.6	46	x	1%
